GCN5L2 inh = GCN5L2 (KAT2A) acetyltransferase inhibition | GCN5L2 HAT assay, ThioGlo1 CoA-SH fluorescence | actives 0.21% (n = 390,000) | Potency, µM (titrated, usually from 58.9 µM), without a hit: at the highest dose activity change, negative = inhibition, usual class: inhibitors | Q92830 | AID 504327
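Compounds, pin-transferred from DMSO stocks, meet 20nM GCN5L2 for 15 min before the reaction begins with H3(1-25) peptide (75uM) and acetyl-CoA (70uM). Thiol-reactive ThioGlo1 reports CoA release over 20 min at room temperature.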
N370S GC = N370S glucocerebrosidase modulation, Gaucher chaperone candidate. AID 2101. Potency, µM (titrated, usually from 59.4 µM), for inactives: at the highest dose activity change, negative = inhibition, usual class: inhibitors. actives 0.092% (n = 330,000). N370S GC spleen homogenate, 4MU-glucoside fluorescence;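 note: 0% = full enzyme activity and -100% = no enzyme basal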
FEN1 inh = human FEN1 inhibition; P39748; Recombinant FEN1 flap cleavage, fluorescence, 15 min; Potency, µM (series often up to 114 µM), for the others: at the top dose activity change, negative = inhibition, most hits filed as inhibitors; actives 0.35% (n = 390,000); AID 588795; note: nearly all actives have a fitted effect of over 65% in size
Target sequence (P39748 whole entry, looked up): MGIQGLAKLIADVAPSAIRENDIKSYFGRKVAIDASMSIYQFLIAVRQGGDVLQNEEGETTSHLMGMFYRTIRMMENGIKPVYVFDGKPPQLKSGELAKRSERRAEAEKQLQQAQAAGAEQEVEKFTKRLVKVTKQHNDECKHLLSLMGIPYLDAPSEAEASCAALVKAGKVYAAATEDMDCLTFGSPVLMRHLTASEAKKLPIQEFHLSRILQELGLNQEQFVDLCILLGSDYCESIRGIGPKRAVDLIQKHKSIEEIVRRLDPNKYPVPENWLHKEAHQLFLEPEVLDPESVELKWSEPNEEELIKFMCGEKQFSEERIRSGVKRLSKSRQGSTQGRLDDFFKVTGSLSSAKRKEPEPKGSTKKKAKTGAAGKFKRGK
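Concentration–response screening of FEN1 (10 nM): 15 min compound preincubation at room temperature, reaction started with 50 nM substrate and read at 0 and 15 min. Corrected, normalized data were fitted by a four-parameter Hill equation.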
* marks the source's active call; other numbers are inactive results; ? = inconclusive; nt = no result given; & = joins results of further samples; [ ] = remark or other dose. Calls come from the whole dose curve; as a rule, active = well fitted curve in the direction sought with a large enough effect; inconclusive = small, poorly fitted or top-dose-only effect, or another doubt; inactive = no such curve, though single readings can be large; an effect the other way counts as inactive or inconclusive. Unless noted, % is set by controls: 0 for no effect and ±100 for the full control effect; potency is the fitted concentration of half-maximal effect.

no.	compound	GCN5L2 inh	N370S GC	FEN1 inh
1	CC(C)(O)[C@@H]1CC[C@@](C)(C2CC[C@]3(C)C2[C@H](O)CC2[C@@]4(C)CC[C@H](O)C(C)(C)C4[C@@H](O[C@H]4O[C@@H](CO)[C@H](O)[C@@H](O)[C@@H]4O[C@@H]4O[C@H](CO)[C@@H](O)[C@H](O)[C@H]4O)C[C@]23C)O1 (stereo in doubt)	1%	nt	18%
2	Cc1ccc(OCC(O)Cn2c(=N)n(Cc3ccccc3)c3ccccc32)cc1 (stereo not given)	-4%	nt	-2%
3	COc1cc(OC)nc(NC(=O)C(C)C)n1	-4%	11%	16%
4	COc1ccccc1Cc1nc2ccccc2nc1SCC(=O)Nc1cc(Cl)ccc1OC	3%	nt	13%
5	CCN(CC)CCN1C(=O)C(O)=C(C(=O)c2cccs2)C1c1ccccn1 (stereo not given)	-4%	-5%	3%
6	O=C(N/N=C(\Cc1ncc[nH]1)c1ccccc1)c1cccnc1	-13%	9%	2%
7	O=S(=O)(c1ccc(Br)cc1Cl)N1CCCN(c2ccc(C(F)(F)F)cn2)CC1	-12%	nt	-1%
8	COc1ccc(CNC(=O)CC2C[C@H](C(=O)N3CCOCC3)[C@@]3(CCC4CCCC4)c4[nH]c5ccccc5c4CCN3C2=O)cc1OC (stereo not given in full)	-9%	nt	-18%
9	CN1CCc2cc(Cl)c(O)cc2[C@@H](c2ccccc2)C1	-7%&6%&-4%&-8%	-10%&-23%&-7%	-13%
10	COc1ccc(N2CCN(CCCNC(=O)C3COc4ccccc4C3)CC2)cc1 (stereo not given)	-7%	nt	4%
11	COc1ccc(Cc2nnc(SC(C)C(=O)Nc3ccc(F)cc3Cl)o2)cc1 (stereo not given)	-12%	9%	2%
12	O=C(c1cccc(C(F)(F)F)c1)C1CCCN(Cc2ccc(OCCO)cc2)C1 (stereo not given)	-3%	-1%	-4%
13	Cc1ccc(Sc2ccc([N+](=O)[O-])cc2[N+](=O)[O-])nc1	-5%	4%	9%
14	O=C(CSc1n[nH]c(-c2cccs2)n1)NC1CCS(=O)(=O)C1 (stereo not given)	-3%	-17%	23%
15	O=C(O)c1ccc(CN2CCOCC2)o1	2%	-7%	1%
16	COc1cccc(CN2CCNC(=O)C2CC(=O)N(Cc2cnn(C)c2)C(C)C)c1 (stereo not given)	1%	-3%	33%[activator]
17	CC(=O)c1ccc(NS(=O)(=O)c2cc3[nH]c(=O)c(=O)[nH]c3cc2C)cc1	8%	nt	25%
18	Cc1nnc(N2CCCCC2)c2ccccc12	-1%	3%	4%
19	CC(NC(=O)c1cc(=O)[nH]c2ccccc12)c1ccccc1 (stereo not given)	-3%	1%	2%
20	CCC1CCCCN1CCCNC(=O)c1ccc2c(c1)N(Cc1ccccc1F)C(=O)c1ccccc1S2(=O)=O (stereo not given)	2%	nt	6%
21	CC1C(=O)N2CCCc3cc(S(=O)(=O)N(C)c4ccccc4)cc1c32 (stereo not given)	-6%	-28%	6%
22	O=C(Nc1nnc(-c2ccccn2)o1)c1ccc(Br)cc1	-5%	-1%	0%
23	O=C(NCC1CCCO1)c1ccc(CS(=O)(=O)c2c(Cl)cccc2Cl)o1 (stereo not given)	-9%	4%	-10%
24	COc1cccc(OCC(O)CN2C(C)CCCC2C)c1 (stereo not given)	2%	2%	-2%
25	Cc1ccc(C)c(NC(=O)C(Cc2ccccc2)N2Cc3ccccc3C2=O)c1 (stereo not given)	-18%	nt	1%
26	Cc1cc(=O)[nH]c(N2CCN(C(=O)c3ccco3)CC2)n1	-15%	0%	-1%
27	COc1cc2c(cc1OC)C(c1cc3cc(OC)c(OC)cc3[nH]c1=O)N(C(=O)C1CC1)CC2 (stereo not given)	-7%	3%	2%
28	CCOc1ccc(C(=O)C(CCC(CN(C)C)C(=O)c2ccc(OCC)cc2)CN(C)C)cc1 (stereo not given)	-2%	-17%	-3%
29	COc1cccc(CNC(=O)C2CC(=O)N(c3ccc4c(c3)OCCO4)C2)c1 (stereo not given)	0%	-6%	-1%
30	CC(=O)OCC(=O)[C@@]12OC3(CCCC3)O[C@@H]1C[C@H]1[C@@H]3CCC4=CC(=O)C=C[C@]4(C)[C@@]3(F)[C@@H](O)C[C@@]12C	-7%	-14%	-14%

An excerpt from above in order of the GCN5L2 inh value, rising:
No. | structure | GCN5L2 inh
11 | COc1ccc(Cc2nnc(SC(C)C(=O)Nc3ccc(F)cc3Cl)o2)cc1 (stereo not given) | -12%
22 | O=C(Nc1nnc(-c2ccccn2)o1)c1ccc(Br)cc1 | -5%
12 | O=C(c1cccc(C(F)(F)F)c1)C1CCCN(Cc2ccc(OCCO)cc2)C1 (stereo not given) | -3%

Continued:
no.	compound	GCN5L2 inh	N370S GC	FEN1 inh
31	CCOC(=O)CC(=O)NC(CC(=O)OC)c1ccc(C(C)C)cc1 (stereo not given)	-1%	6%	4%
32	O=Nc1c(O)n(Cc2ccc(Cl)cc2)c2ccccc12	27%	-5%	-17%
33	COC(=O)c1ccccc1N=Nc1c(N)n[nH]c1N	-18%	?	4%
34	CCNc1nc(NCc2ccccc2)nc(SCC(N)=O)n1	-6%	7%	13%
35	COCCNc1nc(-c2c(C)noc2C)nc2ccccc12	-18%	25%	nt
36	COc1ccc(/C=C(/C(=O)c2cccs2)N2C=CC=CC2=C(C#N)C#N)cc1	-18%	3%	-16%
37	COc1ccc(C(C(=O)NC2CCCC2)N(C(=O)c2snc(-c3ccc(F)cc3)c2N)c2cccc(F)c2)cc1 (stereo not given)	1%	2%	-3%
38	CSc1ccc(CN(C)C(=O)CNC(=O)c2ccc3c(c2)OCO3)cc1	3%	4%	-3%
39	CCc1ccc(NC(=O)CSC2=Nc3ccccc3C3=NC(CC(=O)NCc4cccs4)C(=O)N23)cc1 (stereo not given)	-4%	nt	3%
40	COc1cccc(Nc2c(Nc3cccc(OC)c3)c(=O)c2=O)c1	-2%	-10%	-1%
41	COc1ccc(-c2cn3cc(C)ccc3n2)cc1F	-8%	-18%	-14%
42	Cc1cc(C)cc(NC(=S)N2CCC(NC(=O)c3ccc(F)cc3)CC2)c1	-17%	-5%	5%
43	C=CCOc1nc2c(c(=O)n(Cc3ccc(Cl)cc3)c(=O)n2C)n1C	-12%	2%	-3%
44	COc1ccc(N(C(=O)COc2c(C)cccc2C)S(=O)(=O)c2ccc(Cl)cc2)cc1	-8%	nt	-15%
45	N#Cc1ccsc1NC(=O)C1CCN(S(=O)(=O)c2cccs2)CC1	-3%	-8%	-8%
46	CC(Oc1ccc(Br)cc1)C(=O)Nc1ccc(S(=O)(=O)Nc2nccs2)cc1 (stereo not given)	-26%	-4%	-6%
47	CN(C)C(=O)N1CCN(c2nc(-c3ccccc3)cs2)CC1	-1%	-2%	11%
48	O=C(Nc1cccc(-c2cn3cccnc3n2)c1)c1cccs1	-12%	-9%	-1%
49	CCN1CCN(C(c2cccs2)C(C)NC(=S)Nc2cccc(C)c2C)CC1 (stereo not given)	-5%	-2%	16%
50	COc1ccc(-c2csc(NC(=O)c3ccccc3NS(=O)(=O)c3ccc(F)c(F)c3)n2)cc1	-30%	-16%	?
51	Nc1nc(SCC(=O)N2CCCc3ccccc32)[nH]c(=O)c1-c1ccccc1	-3%	-20%	-3%
52	CN(CC(=O)Nc1ccc(F)cc1)CC(=O)N1CCCCC1	-8%	nt	13%
53	O=C(COC(=O)/C=C/c1ccco1)Nc1cc(S(=O)(=O)N2CCOCC2)ccc1Cl	1%	nt	12%
54	COc1cccc(-c2cncnc2N(C)Cc2ccco2)c1	-26%	-7%	nt
55	Cc1csc(SCc2ccc(C(=O)O)cc2)n1	0%	6%	8%
56	CCOc1ccccc1Nc1nc2ccccc2[nH]1	1%	-1%	-7%
57	NC(=O)COC(=O)/C=C/c1ccc(S(=O)(=O)N2CCCCCC2)cc1	-2%	1%	-18%
58	FC(F)(F)c1ccccc1-c1nc(NCc2cccnc2)c2ccccc2n1	-17%	?	nt
59	c1ccc(CSc2ncnc3c2sc2nc(N4CCOCC4)c4c(c23)CCCC4)cc1	?	12%	3%
60	O=C(O)CNS(=O)(=O)/C=C/c1ccccc1	-3%	-6%	4%

Profiles as entered above:
Cc1nnc(N2CCCCC2)c2ccccc12 as listed: GCN5L2 inh: -1%; N370S GC: 3%; FEN1 inh: 4%
O=C(CSc1n[nH]c(-c2cccs2)n1)NC1CCS(=O)(=O)C1 (stereo not given) as listed: GCN5L2 inh: -3%; N370S GC: -17%; FEN1 inh: 23%

Results in FEN1 inh, for 2 of the compounds above:
No.	smiles	FEN1 inh
7	O=S(=O)(c1ccc(Br)cc1Cl)N1CCCN(c2ccc(C(F)(F)F)cn2)CC1	-1%
8	COc1ccc(CNC(=O)CC2C[C@H](C(=O)N3CCOCC3)[C@@]3(CCC4CCCC4)c4[nH]c5ccccc5c4CCN3C2=O)cc1OC (stereo not given in full)	-18%

Continued:
no.	compound	GCN5L2 inh	N370S GC	FEN1 inh
61	CCCCc1nc2cc(C(=O)N3CCCC3)ccc2o1	-16%	2%	-7%
62	COCCSc1ccccc1C(=O)Nc1nnc(C)s1	0%	1%	-15%
63	O=C1CCC[C@@H]2[C@H]3CCC[N+]4([O-])CCC[C@@H](CN12)[C@@H]34 (stereo not given in full)	-11%	-12%	-9%
64	N#Cc1ccc(OCc2ccc(C(=O)O)o2)cc1	-7%	7%	-2%
65	COc1ccc(S(=O)(=O)N2CCC(C(=O)N[C@H](C(=O)NCc3ccco3)C(C)C)CC2)cc1	1%	2%	9%
66	CC(=O)c1cccc(NC(=O)C2CCCN(C(=O)c3cnn(-c4ccccc4)c3-n3cccc3)C2)c1 (stereo not given)	-3%	nt	12%
67	Cc1cc(C)nc(N2CCN(c3nnnn3-c3ccccc3)CC2)n1	?	5%	-12%
68	Cn1nc(C(=O)Nc2sccc2C(N)=O)ccc1=O	-11%	-4%	-5%
69	O=C(O)C1CCC(CNS(=O)(=O)c2ccccc2)CC1 (stereo not given)	-8%	3%	-3%
70	O=S(=O)(Nc1ccc(OC(F)(F)F)cc1)c1ccc(N2CCCCS2(=O)=O)cc1	25%	nt	-6%
71	COc1ccc(C(=O)N/C(=C/c2cccnc2)C(=O)Nc2cccc(C(C)=O)c2)cc1OC	0%	-2%	15%
72	O=C(c1ccc(S(=O)(=O)Nc2ccccc2)cc1)N1CCCC(C(F)(F)F)C1 (stereo not given)	-1%	-29%	15%
73	Cc1nn2c(=O)cc(COC(=O)c3ccc(NC(=O)C4CCCCC4)cc3)nc2s1	-1%	nt	0%
74	CCN(CC(=O)Nc1cc(Cl)ccc1OC)CC(=O)NC1CCS(=O)(=O)C1 (stereo not given)	-16%	-13%	-14%
75	Cc1cc2oc(=O)cc(CSc3nnc(-c4cccs4)o3)c2cc1C(C)C	-6%	?	-9%
76	CC(C)NC(=S)N1CCN(c2ncccn2)CC1	-8%	8%	-5%
77	Cc1cc(-c2n[nH]c(=S)n2/N=C/C=C/c2ccco2)n[nH]1	-1%	-4%	-33%
78	O=C(NNC(=O)C1CCN(Cc2ccccc2)CC1)c1cccs1	0%	0%	0%
79	c1ccc(-c2nnc(SCc3nc4ccccc4[nH]3)n2Cc2ccco2)cc1	-4%	23%	-15%
80	COc1ccccc1NC(=O)CCn1nc(-c2ccccc2OC)c2c(C)cc(C)nc21	0%	nt	-1%
81	Cc1cc(=O)n2c(C(=O)Nc3ccc(C)c(Cl)c3)c(C(=O)Nc3ccccc3)sc2n1	-2%	nt	-18%
82	Cc1ccc2cccc(OCC(=O)N3CC(C)CC(C)C3)c2n1 (stereo not given)	1%	0%	-1%
83	Cc1ccc(CNC(=O)CCc2ccc(S(=O)(=O)NCC(C)C)cc2)cc1	-12%	-2%	-5%
84	Cc1ccc2scc(N3CCCC(C)C3)c(=O)c2c1 (stereo not given)	-1%	nt	17%
85	C#CCOc1nc2c(c(=O)n(C)c(=O)n2C)n1Cc1ccccc1	2%	8%	12%
86	CCC(=O)Nc1ccccc1-c1nc2ccccc2n(CC(=O)c2ccc(C)c(C)c2)c1=O	-3%	nt	-13%
87	CC(OC(=O)c1cccc(N2C(=O)c3ccccc3C2=O)c1)C(=O)Nc1ccc(N(C)C)cc1 (stereo not given)	2%	-3%	8%
88	CCc1ccc(-c2ccc(SCC(=O)NCC3CCCO3)nn2)cc1 (stereo not given)	2%	-1%	-8%
89	S=C1SCN(Cc2cccnc2)CN1Cc1ccccc1	-1%	11%	-1%
90	CCOc1ccc(CC(=O)C2=C(N3CCOCC3)CC(C)(C)CC2=O)cc1OCC	-9%	7%	-2%
91	COc1ccccc1N1CCN(C(=O)C(C)NC(=O)c2ccco2)CC1 (stereo not given)	0%	nt	8%
92	Cc1c(NC(=O)CN2c3cccc4cccc(c34)S2(=O)=O)c(=O)n(-c2ccccc2)n1C	-4%	1%	13%

These rows are one share of the data; the hit share may differ from the screen's.
